From PubChem BioAssay
MEP2-GFP yeast: alters MEP2-GFP fluorescence in TOR pathway yeast screen; AID 2016; S. cerevisiae MEP2-GFP strain, flow cytometry GFP, 3 h; 100% = DMSO control level; GFP response vs DMSO, % at 10 µM; 0.51% of 330,000 active;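 active = GFP response versus DMSO above a set limit, roughly screen mean plus 3 SD, cut at about 180% in these data; inconclusive = fewer than 70 cells counted for a yeast strain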;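 also: median GFP fluorescence of the barcode-gated MEP2-GFP cells per well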
RPL19A-GFP yeast: yeast TOR pathway RPL19A-GFP modulation | S. cerevisiae RPL19A-GFP strain, flow cytometry, 3 h; hits give low values | percent response vs DMSO, % at 10 µM | 0.3% of 330,000 active | AID 2025;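 active = percent response vs DMSO below 50%; inconclusive = fewer than 70 events counted for the yeast strain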;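 also: median channel GFP fluorescence of the barcoded RPL19A-GFP strain; ratio of sample median GFP to plate DMSO average so 100% = DMSO; lower means less RPL19A-GFP as with rapamycin TOR inhibition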
ZTA DNA inh: ZTA (EBV) inhibition in EBNA-1 counter-screen; 0.15% of 320,000 active; ZTA-DNA binding, fluorescence polarization; P03206; inhibition, % at 11 µM; AID 2234; in the data active = inhibition above about 33%
procasp3 activ: procaspase-3 (human) activation; P42574; recombinant procaspase-3 D3A, Ac-DEVD-pNA absorbance 405 nm; activation, % at 8.5 µM; 0.11% of 330,000 active; AID 463141;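 active = activation above the mean of all tested compounds plus 3 SD, cut at about 21% in these data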;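 also: 0% = DMSO alone and 100% = DMSO wells spiked with extra 5 µM PC-3 D3A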
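Assay system: Procaspase-3 D3A mutant, all three cleavage aspartates alanine. Buffer or medium: Zinc-free HEPES saline buffer with Triton X-100. Times: 1 h compound preincubation, 2 h substrate hydrolysis at 25 °C. Measured by: 405 nm absorbance of p-nitroaniline, reads at 0 and 120 min. Read-out basis: percent activation relative to control range. Replicates: singlicate.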
AHR activator: human AHR activation; activation, % at 5 µM; P35869; 2.5% of 320,000 active; AHR-responsive luciferase reporter cells, luminescence; in the data active = activation above about 47%;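 also: 0% = vehicle wells and 100% = reference agonist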
procasp7 counter: counter-screen: procaspase-7 (human) activation. P55210. recombinant procaspase-7, Ac-DEVD-pNA absorbance 405 nm; D23A/D198A/D206A triple mutant, cannot self-cleave; scale: DMSO 0, 5 µM enzyme 100. activation, % at 8.5 µM. 0.093% of 330,000 active. AID 463210;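 active = percent activation above the screen-wide mean plus 3 SD, cut at about 25% in these data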
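Assay system – Uncleavable procaspase-7 mutant enzyme · Quantity – 2 µM procaspase-7 mutant as dispensed · Times – 1 h preincubation, 2 h reaction · Dosing – single nominal 8.5 µM compound dose, 0.8% DMSO final · Buffer or medium – Zinc-free 50 mM HEPES buffer, pH 7.4, with NaCl and Triton X-100 · Detection – Epi-absorbance of released pNA at 405 nm, two timepoints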
EBNA-1 inhibitor: blocks EBNA-1 binding to DNA; EBNA-1 DNA binding, fluorescence polarization; inhibition, % at 14.8 µM; 0.34% of 300,000 active; AID 1950; in the data active = inhibition above about 28%
LAP4 TOR yeast: yeast TOR pathway LAP4-GFP modulation | 0.34% of 320,000 active | S. cerevisiae LAP4-GFP multiplex, flow cytometry GFP, 3 h; median GFP as percent of DMSO wells | GFP response vs DMSO, % at 10 µM;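 active = GFP response vs DMSO above a set limit, about the screen mean plus 3 SD, cut at about 150% in these data; inconclusive = under 70 cell events counted for the yeast strain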
* marks the source's active call; other numbers are inactive results; ? = inconclusive; . = no result given; + = active, no number; [ ] = dose if it differs, or a comment. These rows are one share of the data; count on the stated rates, not on these rows.

SMILES	MEP2-GFP yeast	RPL19A-GFP yeast	ZTA DNA inh	procasp3 activ	AHR activator	procasp7 counter	EBNA-1 inhibitor	LAP4 TOR yeast
Cc1cccc(C(=O)Nc2ccc3c(c2)CC2(C(=O)N(C)C(=O)N(C)C2=O)C2CCCN32)c1 (configuration not stated)	98	103	-4	9	-1	-1	-15	98
Cn1c(O)c(C(c2ccccn2)c2c(O)n(C)c(=S)[nH]c2=O)c(=O)[nH]c1=S	99	97	17	-15	4	-28	-2	90
CCCCOP(=O)(OCCCC)/C(C#N)=C(/C)O	91	90	+	-3	-1	5	-6	92
N#CCCn1cc(C=C2C(=O)NC(=O)NC2=O)c(-c2ccccc2)n1	95	100	-4	-10	2	-18	-5	110
CC(=O)O[C@@H]1/C=C/[C@](C)(O)C[C@@H](C)C/C=C/[C@H]2[C@@H]3O[C@]3(C)[C@@H](C)[C@H]3[C@H](Cc4ccccc4)NC(=O)[C@@]312	104	103	15	3	5	2	-10	113
CN(C)CC1CCCCC1OC(=O)c1ccc(Cl)c(Cl)c1 (configuration not stated)	93	98	-3	-5	0	4	2	95
COc1ccccc1OCC(=O)N1CCN(Cc2ccc3c(c2)OCO3)CC1	102	101	-5	-3	0	-7	-2	95
CC(C)COc1ccc(C2(C#N)CC[N+](C)(C)CC2)cc1	128	78	-6	-3	-1	4	0	98
Cc1cc(OC(=O)N(C)C)nc(-c2ccc(C)c(Cl)c2)n1	89	93	-20	5	8	3	-7	109
COC(=O)C1=C(c2ccc(-c3ccccc3)c(F)c2)C[C@@H]2CC[C@H]1N2C(=O)NC(C)C	94	91	-6	-1	0	9	.	99

One compound at a time (already shown):
CCCCOP(=O)(OCCCC)/C(C#N)=C(/C)O is listed as MEP2-GFP yeast = 91; RPL19A-GFP yeast = 90; ZTA DNA inh = +; procasp3 activ = -3; AHR activator = -1; procasp7 counter = 5; EBNA-1 inhibitor = -6; LAP4 TOR yeast = 92
COC(=O)C1=C(c2ccc(-c3ccccc3)c(F)c2)C[C@@H]2CC[C@H]1N2C(=O)NC(C)C is listed as MEP2-GFP yeast = 94; RPL19A-GFP yeast = 91; ZTA DNA inh = -6; procasp3 activ = -1; AHR activator = 0; procasp7 counter = 9; EBNA-1 inhibitor = .; LAP4 TOR yeast = 99

The listing continues.
SMILES	MEP2-GFP yeast	RPL19A-GFP yeast	ZTA DNA inh	procasp3 activ	AHR activator	procasp7 counter	EBNA-1 inhibitor	LAP4 TOR yeast
O=C([O-])c1ccc(-[n+]2c(-c3ccccc3)cc(-c3ccccc3)cc2-c2ccccc2)cc1	92	98	5	3	23	-3	-2	107
CCCC(C)C1(CC)C(=O)NC(=Nc2ccc(OC)cc2)NC1=O (configuration not stated)	99	107	15	10	1	11	-6	89
CCOC(=O)C1=C(N)Oc2cc(C)oc(=O)c2C12C(=O)N1c3c(cccc32)C(C)=CC1(C)C (configuration not stated)	102	99	-1	5	2	-1	14	99
CCN(CC)C(=O)c1ccc(NC(=O)c2ccc(N3CCCC3=O)cc2)cc1	99	96	7	-1	-2	-13	.	94
CCOc1ccc(CN(CCCl)CCCl)cc1C(=O)OC	94	101	-1	14	4	0	-11	121
Cc1ccc(C)c(NC(=S)NCCc2cnc[nH]2)c1	96	93	-1	4	4	6	4	116
CCN1CCN(Cc2cc(OC)c3c(c2)OCO3)CC1	105	100	17	3	0	5	10	90
CCC1(OC(=O)c2ccccc2)CC(C)N(C)CC1C (configuration not stated)	105	109	-4	2	0	10	0	88
Cc1ccc(CNCCc2ccccc2F)cc1	102	107	24	-3	-3	-5	12	90
C=CCN1C(=O)c2ccccc2Sc2ccc(C(=O)N3CCC4(CC3)OCCO4)cc21	100	99	-2	6	0	12	-5	104
O=C(c1ccc(F)cc1)N1CCC2(CC1)OCCO2	111	101	5	-2	0	-8	2	102
CCC(=NCCC(c1ccccc1)c1ccccc1)c1c(O)n(C)c(=O)n(C)c1=O	108	103	2	12	-1	7	4	107
O=C(Nc1ccc(F)c([N+](=O)[O-])c1)N1C[C@H]2C[C@@H](C1)c1cccc(=O)n1C2	109	107	8	-1	0	-5	2	115
CCN(CC)CCO	97	100	1	-5	-1	-5	.	103
COC(=O)C1=C(c2cccc(C#N)c2)C[C@@H]2CC[C@H]1N2C(=O)N1CCOCC1	93	96	-6	8	-1	-2	.	102
C=CCN1C(=O)NC(=O)C(CCc2ccncc2)(CCc2ccncc2)C1=O	102	99	18	4	-1	-4	5	97
OC(CNC1CCCCC1)C(F)(F)F (configuration not stated)	95	97	-12	1	1	2	-1	102
CC/C(=N\Nc1ccccc1)c1c(O)[nH]c(=O)[nH]c1=O	97	99	-3	-7	4	-14	5	93
Nc1c(C(=O)NCC2CCCO2)c2nc3ccccc3nc2n1Cc1ccco1 (configuration not stated)	518*[may fluoresce violet]	97[may fluoresce violet]	-1	-12	23	-16	1	99[may fluoresce violet]
O=C(CN1CCN(c2ccccc2F)CC1)Nc1cccnc1Cl	107	94	-3	0	-1	0	3	106
COC(=O)C1=C(c2cccc(OCc3ccccc3)c2)C[C@@H]2CC[C@H]1N2C(=O)NCCOc1ccccc1Cl	97	94	-5	5	1	3	.	100
COc1ccc2c(c1)CC1(CN2C)C(=O)NC(=O)N(c2ccc(C)cc2)C1=O (configuration not stated)	110	109	9	-4	52*	-5	-7	116
Cc1ccccc1CN1CCCN(Cc2ccc(Cl)cc2)S1(=O)=O	110	97	-8	-5	1	-3	6	100
CN(C)C(=O)Oc1cccc2c(OC(=O)N(C)C)cccc12	103	100	-5	2	6	6	-8	95
CN1CCN(c2cc(N3CCCC3)c([N+](=O)[O-])cc2F)CC1	108	96	-10	-6	15	-9	0	101
COC(=O)C1=C(c2cccc(C#N)c2)C[C@@H]2CC[C@H]1N2C(=O)NCCNC(C)=O	97	92	-7	4	-4	2	.	94
CC(C)NS(=O)(=O)c1ccc(OCC(=O)N2CCN(Cc3ccc4c(c3)OCO4)CC2)c(Cl)c1	114	114	6	4	0	-4	-4	112
CCN(CC)C(=O)Oc1ccc(NC(=O)N2CCOCC2)cc1	99	98	-9	4	-3	-4	2	101
O=c1[nH]c(=S)n(C2CC2)c(O)c1C=NCCN1CCOCC1	96	96	7	1	-2	13	7	104
CC[N+](CC)(CC)CCCCCCCCCC[N+](CC)(CC)CC	97	98	-4	-2	0	-2	-5	97

3 of these compounds in another layout:
The line under a structure holds: MEP2-GFP yeast | RPL19A-GFP yeast | ZTA DNA inh | procasp3 activ | AHR activator | procasp7 counter | EBNA-1 inhibitor | LAP4 TOR yeast
- CN1CCN(c2cc(N3CCCC3)c([N+](=O)[O-])cc2F)CC1
  108 | 96 | -10 | -6 | 15 | -9 | 0 | 101
- COC(=O)C1=C(c2cccc(C#N)c2)C[C@@H]2CC[C@H]1N2C(=O)NCCNC(C)=O
  97 | 92 | -7 | 4 | -4 | 2 | . | 94
- CC(C)NS(=O)(=O)c1ccc(OCC(=O)N2CCN(Cc3ccc4c(c3)OCO4)CC2)c(Cl)c1
  114 | 114 | 6 | 4 | 0 | -4 | -4 | 112

The list continues.
SMILES	MEP2-GFP yeast	RPL19A-GFP yeast	ZTA DNA inh	procasp3 activ	AHR activator	procasp7 counter	EBNA-1 inhibitor	LAP4 TOR yeast
C#CCN[C@H](C)Cc1ccccc1	105	108	2	6	-1	15	-2	113
O=C1CN=C(c2ccccc2)c2cc(Br)ccc2N1Cc1cc(=O)n2ccccc2n1	105	103	-7	8	5	5	-10	91
O=c1c2ccccc2nc(/C=C/c2ccc(O)cc2)n1-c1ccccc1O	101	96	1	1	6	9	4	99
CC(=NCC1CCCO1)c1c(O)n(-c2ccccc2C)c(=O)[nH]c1=O (configuration not stated)	99	93	-9	6	1	1	-6	105
CCOc1cc2c(cc1OCC)-n1cccc1C(c1cc(C)c(OC)cc1C)NC2 (configuration not stated)	95	93	-16	10	0	9	2	85
C/C(=N\NP(=S)(c1ccccc1)c1ccccc1)c1ccc(O)cc1O	97	94	-8	-1	2	1	0	97
CCn1c(C)c(C(=O)Nc2ccc(OC)cc2)c2cc(OC)ccc21	105	101	1	5	13	3	8	94
Cc1cc(C=C2C(=O)NC(=S)NC2=O)c(C)n1-c1ccc2c(c1)OCO2	70	99	7	-17	11	-27	1	100
Cc1ccc(C2(O)CN3CCC2CC3)cc1 (configuration not stated)	99	103	3	0	2	5	-6	85
Cc1ccc[n+](CC(O)Cn2c3ccccc3c3ccccc32)c1 (configuration not stated)	105	102	-6	-5	5	-1	-4	98
COc1ccc2[nH]cc(CCN(C)C)c2c1	103[may fluoresce red]	?	10	10	1	3	7	?
Cc1ccccc1CN1CCN(Cc2ccccc2)CC1	99	103	-16	1	-1	3	5	107
COc1ccc(C(CC(=O)N2CCC3(CC2)OCCO3)NS(=O)(=O)c2ccc(OC)cc2)cc1 (configuration not stated)	101	96	-6	9	-4	6	-10	94
CC(C(=O)Nc1ccc(Br)cc1C(=O)c1ccccc1)N1CCCCC1 (configuration not stated)	101	101	2	-3	-1	-1	-2	99
COC(=O)C1=C(c2cc3ccccc3o2)C[C@@H]2CC[C@H]1N2C(=O)N1CCC(C)CC1	104	100	-14	-3	5	-8	-2	95
Cc1oc(-c2cccs2)nc1CSCC(=O)N1CCC2(CC1)OCCO2	92	97	-9	7	-3	10	-23	92
COP(=O)(OC)C1(Nc2ccc(C)cc2)CCCCC1	112	106	-3	-2	2	7	-27	104
C=CCn1c(O)c(C(C)=Nc2cc(OC)ccc2OC)c(=O)[nH]c1=O	116	105	1	1	15	-1	7	104
c1ccc(-c2[nH]c[n+](CC3CO3)c2-c2ccccc2)cc1 (configuration not stated)	121	93	40*	-2	3	8	11	121
O=C(NC(=S)N1C[C@H]2C[C@H](C1)c1cccc(=O)n1C2)c1ccc(Cl)cc1Cl	109	100	-9	15	0	2	-3	100
CCN1C(=O)NC(=O)/C(=C\c2cn(CC(=O)N3CCCC3)c3ccccc23)C1=O	181*	132	4	-6	3	-15	-14	122
CC1(C)CN2C(c3ccc(Cl)cc3)N2C1 (configuration not stated)	108	92	-6	6	3	-2	-4	96
O=[N+]([O-])CCO	94	99	-3	1	-1	2	.	101
O=c1[nH]c(=O)n(CCc2ccccc2)c(O)c1C=NCCN1CCNCC1	101	102	-17	3	-1	-1	-6	100
c1ccc(CN2CCN(Cc3ccc4c(c3)OCCO4)CC2)cc1	90	86	-27	-2	0	5	-4	87
CCCCC(=O)N/N=C/c1c(O)n(Cc2ccc(F)cc2)c(=O)[nH]c1=O	111	102	-3	1	0	-6	-8	112
CCCNC(=O)N1[C@H]2CC[C@@H]1C(C(=O)OC)=C(c1ccc(C(C)=O)cc1)C2	98	99	9	8	-3	4	.	105
CN1C(=O)CN=C(c2ccccc2Cl)c2cc(Br)ccc21	100	101	-9	-2	-1	7	7	91
Cc1cc(C)cc(N2C(=O)/C(=C\c3ccc(N4CCN(C)CC4)o3)C(=O)NC2=S)c1	88	89	-6	-14	-2	-2	-1	105
O=C(c1ccccc1[N+](=O)[O-])N1CCC2(CC1)OCCO2	94	99	2	7	1	14	6	78
S=c1[nH]c2ccccc2[nH]1	95	96	-5	11	3	5	-2	101
CC1N=C(c2ccccc2Cl)c2cc(Br)ccc2NC1=O (configuration not stated)	103	105	11	6	0	0	14	95
Cc1ccc(C2NC(=S)NC(c3ccc(C)cc3)C23C(=O)NC(=O)NC3=O)cc1 (configuration not stated)	104	104	-12	-3	-2	16	-11	102
O=C1N(CN2CCOCC2)c2ccccc2C1(O)c1c[nH]c2ccccc12 (configuration not stated)	97	100	-1	0	10	-2	8	85
O=C(CSC1c2ccccc2-c2ccccc21)N/N=C/c1ccccc1	100	96	0	-6	13	-2	-14	99
